# PriA SSB inh: K. pneumoniae PriA-SSBct interaction inhibition. AlphaScreen SSBct-PriA binding, biotinylated peptide. inhibition, % at 33 µM. 430,000 compounds, 0.6% hits; in the data active = inhibition mostly above about 37%, no sharp cut-off; inactive = mostly below about 20%;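 note: plate controls were negative control peptide for no effect and reference peptide for full effect; strong numbers were not always called active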
# BoNT-F LC inh: BoNT F light chain protease inhibition. Multiplex microsphere protease cleavage assay, flow cytometry. AID 588497. 360,000 compounds, 0.22% hits. inhibition, % at 10 µM; in the data active = inhibition above about 35%, passing the limit was not always enough; inconclusive = no clear call, values can overlap the other calls; note: plate controls were buffer without enzyme for full effect and enzyme alone for no effect
# Rv3671c protease: inhibitors of M. tuberculosis serine protease Rv3671c; P9WHR9; inhibition, % at 5.96 µM; AID 2606; 320,000 compounds, 0.048% hits; in the data active = inhibition above about 38%;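 note: extracellular domain of Rv3671c used as enzyme; 0% = enzyme with DMSO and 100% = no enzyme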
# Target sequence (P9WHR9 whole entry, looked up, the tested form may be a part): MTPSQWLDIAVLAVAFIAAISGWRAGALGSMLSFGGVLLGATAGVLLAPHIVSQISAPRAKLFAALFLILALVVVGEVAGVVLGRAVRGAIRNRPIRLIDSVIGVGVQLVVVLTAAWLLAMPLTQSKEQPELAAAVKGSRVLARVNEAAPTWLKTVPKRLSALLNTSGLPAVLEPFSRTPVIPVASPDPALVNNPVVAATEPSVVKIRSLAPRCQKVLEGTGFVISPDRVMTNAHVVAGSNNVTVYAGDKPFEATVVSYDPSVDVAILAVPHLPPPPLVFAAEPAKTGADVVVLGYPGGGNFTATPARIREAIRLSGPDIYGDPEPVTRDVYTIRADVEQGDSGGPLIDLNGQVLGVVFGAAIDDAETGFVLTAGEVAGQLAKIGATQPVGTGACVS
# CCHFV vOTU inh: blocks the CCHF virus ovarian tumor domain protease; CCHFV vOTU protease, Pep-AMC fluorescence; inhibition, % at 11.5 µM; 370,000 compounds, 0.55% hits; AID 651958; in the data active = inhibition above about 30%; note: 0% = vehicle wells with enzyme and 100% = no enzyme wells
# PrPC surface inh: reduces human prion protein on the cell surface; 370,000 compounds, 0.43% hits; AID 720596; P04156; inhibition, % at 13.8 µM; cell surface PrPC, TR-FRET read-out; in the data active = inhibition above about 24%; note: 0% = median of the test wells and 100% = reference compound wells
# VHR inh abs: inhibitors of human VHR1 phosphatase (DUSP3). P51452. inhibition, % at 13.3 µM. AID 1654. 290,000 compounds, 0.52% hits. recombinant VHR phosphatase, pNPP absorbance; in the data active = inhibition above about 50%; note: some compounds called inactive have numbers as strong as hits
# Target sequence (P51452 whole entry, looked up): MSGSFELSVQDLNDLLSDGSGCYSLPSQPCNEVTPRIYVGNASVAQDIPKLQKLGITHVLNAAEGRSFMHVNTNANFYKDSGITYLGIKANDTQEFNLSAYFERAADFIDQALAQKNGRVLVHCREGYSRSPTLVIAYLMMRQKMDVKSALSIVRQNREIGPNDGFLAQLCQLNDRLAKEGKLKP
# Anthrax LF prot: inhibitors of Bacillus anthracis lethal factor protease; P15917; 360,000 compounds, 0.12% hits; AID 588501; multiplex microsphere protease cleavage assay, LF; inhibition, % at 10 µM; note: plate controls were buffer without enzyme for full effect and enzyme alone for no effect
# MazEF act: activators of E. coli MazEF toxin-antitoxin RNase. FAM/BHQ RNA-DNA oligo cleavage fluorescence, 5 h. activation, % at 20 µM. 350,000 compounds, 0.32% hits; in the data active = activation above about 50%
# Target sequence (P0AE70 whole entry, looked up): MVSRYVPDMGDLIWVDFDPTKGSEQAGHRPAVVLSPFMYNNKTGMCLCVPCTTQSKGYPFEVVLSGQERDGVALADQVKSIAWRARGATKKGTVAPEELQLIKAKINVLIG
# SARS 3CLpro inh: SARS-CoV 3CLpro protease inhibition. P0C6X7. recombinant SARS-CoV 3CLpro, quenched FRET peptide cleavage. inhibition, % at 6 µM. 290,000 compounds, 0.14% hits; in the data active = inhibition above about 12%
# BoNT-A LC inh2: BoNT A light chain protease inhibition | inhibition, % at 10 µM | multiplex microsphere protease substrate cleavage, flow cytometry | 360,000 compounds, 0.17% hits; note: plate controls were buffer without enzyme for full effect and enzyme alone for no effect
# * hit, by the source's call; i = inactive; ? = inconclusive; . = not tested or not shown; & = joins results of further samples. Cut-off read from the data, not from the text of the source, unless noted: active = inhibition above about 30%; inconclusive = no clear call, values can overlap the other calls; inactive = below that.
SMILES,PriA SSB inh,BoNT-F LC inh,Rv3671c protease,CCHFV vOTU inh,PrPC surface inh,VHR inh abs,Anthrax LF prot,MazEF act,SARS 3CLpro inh,BoNT-A LC inh2
Cn1cccc1/C=C1\C(=O)NC(=O)N(Cc2ccccc2)C1=O,6,-1,-7,2,6,-1,2,1,2,-0.9
COC(=O)C1CC(O)CN1C(=O)Nc1ccccc1 (centres undefined),-1,-2,0,6,11,20,0,-5,7,-0.4
CC1CCCCN1C(=S)NC(=O)c1cccs1 (centres undefined),-8,-1,4,-5,7,-8,-2,-2,2,-0.3
Cc1cccc(Oc2ncc(-c3ccc(Cl)cc3)cn2)c1,-7,-10,-11,3,7,12,2,1,1,-0.5
Cn1c(=O)n(C)c2cc(NC(=O)c3ccccc3NS(C)(=O)=O)ccc21,-23,?,-12,2,8,-42,5,5,-1,-1.2
Cc1oc(CC(C)C)c(CN2CCCC2)c1C(=O)O,-13,3,0,1,-3,18,1,5,-10,1.1
Cc1cc(C)c2[nH]c(C)c(CN3CCCCCC3)c(=O)c2c1,7,2,-2,14,-3,5,11,8,1,-1.5
CC(=O)NS(=O)(=O)c1ccc(N=NN2CCCCCC2)cc1,-13,-2,-5,-10,0,-15,-1,-4,0,0.5
O=C(Oc1ccc(Br)cc1C(=S)N1CCOCC1)c1ccccc1,-1,4,2,12,-3,12,1,0,-4,-2.2
Cc1cc(C)n(C(=O)CCC(=O)NCc2ccccc2)n1,-10,-5,3,-23,-3,32,0,2,2,-0.3
CCC(C)C1NC(=O)C2CCCN2C(=O)C(CC(C)C)OC(=O)CCNC(=O)C(C)N(C)C(=O)C(C(C)C)N(C)C1=O (centres undefined),-13,-11,.,-4,18,.,2,5,.,-0.7
CCOC(=O)C1(C)CCCCCN1C(=O)c1ccco1 (centres undefined),.,2,.,2,10,.,0,.,.,-0.4
OCCOc1cccc(CN2CCC(CO)(CCOc3ccccc3)CC2)c1,10,1,4,-11,-5,1,0,-1,5,-0.1
Cc1ccc(/C=C/C(=O)Nc2cccc3cccnc23)o1,0,-17,2,7,-4,-14,-1,-3,-7,1.2
O=C(NC1(Cc2ccccc2)CCN(CCCc2ccccc2)C1=O)c1ccccc1 (centres undefined),-9,-6,-7,7,1,.,-6,4,.,0.0
CCOc1ccc(NC(=O)c2[nH]c(C)c(C(C)=O)c2C)cc1,2,35*,-8,8,0,14,3,4,-1,-0.9
O=C1C2C3C=CC(CC3)C2C(=O)N1c1ccc(Cl)cc1Cl (centres undefined),7,60*,-3,-17,4,30,3,11,0,3.3
Nn1c(SCc2csc(-c3ccccc3)n2)nnc1-c1cccs1,-11,-5,2,19,-9,-5,12,18,0,0.8
Cc1ccc(NC(=O)CSc2nccn(-c3ccc4c(c3)OCCO4)c2=O)cc1,0,-3,5,-2,2,.,-3,-6,.,-1.0
CCOC(=O)/C(=C/C=C1\Sc2cc(OCC)c(OCC)cc2N1CC)C(C)=O,-10,44*,-24,5,-9,12,20,i,-4,13
C[n+]1ccccc1/C=C/c1ccc2ncccc2c1,-16,?,.,12,-38,24,7,14,0,4.7
O=C(COC(=O)CCc1c[nH]c2ccccc12)Nc1ccccc1C(F)(F)F,10,5,3,9,2,.,-4,4,.,1.4
CC(C)c1ccc(C(=O)Nc2ccc(CN3CCOCC3)cc2)cc1,-15,22,1,11,6,6,-6,-4,-1,-0.8
COc1ccccc1C(=O)NN=C1CCN(Cc2ccccc2)CC1,-5,-3,-11,2,-3,-2,0,-1,-10,0.1
Cc1ccc(CONC(=O)/N=C/N(C)C)cc1,.,-1,-6,4,-1,27,-1,-1,-2,2.4

# More compounds follow.
SMILES,PriA SSB inh,BoNT-F LC inh,Rv3671c protease,CCHFV vOTU inh,PrPC surface inh,VHR inh abs,Anthrax LF prot,MazEF act,SARS 3CLpro inh,BoNT-A LC inh2
CCCS(=O)(=O)N1CCCC(C(=O)NC2CCCCC2)C1 (centres undefined),-3,1,0,4,10,-10,2,1,-8,0.4
C=C1C(=O)O[C@@H]2C[C@@H](C)[C@@H]3C4OC4C(=O)[C@@]3(C)[C@@H](O)[C@H]12 (some centres undefined),-23,-15,4,10,36*,-4,5,9,.,0.1
CC1C(=O)N(Cc2ccc(F)cc2)c2ccccc2N1C(=O)c1c(F)cccc1F (centres undefined),-10,26,-18,-2,4,-15,-3,2,4,-1.3
Cc1ccc(CSc2nnc(-c3ccccn3)n2N)cc1,-4,-5,2,-12,1,4,-4,1,-1,-1.1
Cc1ccccc1OCC1Cn2c(nc3c2c(=O)n(C)c(=O)n3C)O1 (centres undefined),-3,-35,2,-4,16,4,15,-1,2,-2.2
CN(c1ccc(OCC(=O)NCCc2ccccc2)cc1)S(=O)(=O)c1ccc(Cl)cc1,-1,.,-7,24,3,.,.,11,.,.
CC(=O)Nc1ccc(OCC(O)Cn2nc(C)c(C(C)=O)c2C)cc1 (centres undefined),-5,4,-11,-19,1,-13,-1,8,0,0.5
Cc1ccc(CN(C(=O)Cn2nnc3ccccc32)C(C(=O)NCc2ccco2)c2ccc(C)o2)cc1 (centres undefined),-4,0,1,16,1,22,0,10,4,-0.3
C/C(=N\O)C(=O)NCC1CCNCC1,.,?,-1,0,8,7,-1,3,0,-1.1
COc1ccc2nnc(-c3ccc(C(F)(F)F)cc3)n2n1,0,?,-1,2,2,30,0,4,-4,?
COc1ccc(NC(=O)Cn2nnc(-c3ccccc3)c2COc2ccc(C(C)=O)cc2)cn1,.,-4,.,0,-3,.,2,.,.,-0.2
COC(=O)c1cc(NC(=O)c2cccnc2)cc(C(=O)OC)c1,-8,?,6,-8,-3,-1,-1,-16,0,1.8
CNC(=O)c1[nH]cnc1C(=O)Nc1ccccc1C,-12,-16,-6,0,0,-5,1,2,-5,-0.8
CCOC(=O)c1[nH]c2ccccc2c1NC(=O)CN(C)C,-13,?,-5,0,7,10,-1,-2,3,1.5
O=C(CNC(=O)c1ccc2c(c1)OCO2)NCCOc1ccc(Cl)cc1,-3,.,2,0,-4,.,.,-1,.,.
CCN(CC(=O)Nc1c(F)cccc1F)C(=O)CNC(=O)C1CCCCC1,-6,-4,3,3,5,.,-2,1,.,-1.9
COc1ccc(CN(C)C(=O)c2sccc2-c2ccccc2)c(OC)c1,1,-8,10,6,2,6,-1,-2,9,0.6
Cc1ccc(CN2CC(C(=O)OCc3ccccc3Cl)CC2=O)cc1 (centres undefined),-14,.,-2,3,-3,.,.,-5,.,.
Cc1ccc(C(=O)NCC(c2ccco2)N2CCc3ccccc3C2)cc1C (centres undefined),-4,-6,7,5,-3,.,-1,-1,.,-1.6
O=C(CN1C(=O)CCS(=O)(=O)c2ccccc21)NCc1ccc2c(c1)OCO2,-26,8,-2,1,-5,25,-2,4,0,-0.1
Cc1c(CCC(=O)NCCCn2ccnc2)c(=O)oc2cc3occ(C(C)(C)C)c3cc12,19,-2,-6,4,1,7,-3,14,0,-0.5
CCOC(=O)Cn1c(N2CCCCCC2)nc2c1c(=O)[nH]c(=O)n2C,-8,2,-12,5,3,7,1,0,2,0.5
COc1ccc(C(=O)Nc2cccc3nc(C)ccc23)cc1OC,-8,-24,3,15,-8,-4,-8,-2,-5,-1.4
CC1=NN(c2cccc(C(=O)O)c2)C(=O)/C1=C\C=C\c1ccco1,-2,-12,2,8,-6,18,-1,4,5,-0.8
COc1ccc(C2C3=C(CC(C)(C)CC3=O)Nc3n[nH]c(C)c32)cc1 (centres undefined),2,1,10,-38,7,12,0,3,0,-0.2

# The list goes on; the last 6 above are carried over.
SMILES,PriA SSB inh,BoNT-F LC inh,Rv3671c protease,CCHFV vOTU inh,PrPC surface inh,VHR inh abs,Anthrax LF prot,MazEF act,SARS 3CLpro inh,BoNT-A LC inh2
O=C(CN1C(=O)CCS(=O)(=O)c2ccccc21)NCc1ccc2c(c1)OCO2,-26,8,-2,1,-5,25,-2,4,0,-0.1
Cc1c(CCC(=O)NCCCn2ccnc2)c(=O)oc2cc3occ(C(C)(C)C)c3cc12,19,-2,-6,4,1,7,-3,14,0,-0.5
CCOC(=O)Cn1c(N2CCCCCC2)nc2c1c(=O)[nH]c(=O)n2C,-8,2,-12,5,3,7,1,0,2,0.5
COc1ccc(C(=O)Nc2cccc3nc(C)ccc23)cc1OC,-8,-24,3,15,-8,-4,-8,-2,-5,-1.4
CC1=NN(c2cccc(C(=O)O)c2)C(=O)/C1=C\C=C\c1ccco1,-2,-12,2,8,-6,18,-1,4,5,-0.8
COc1ccc(C2C3=C(CC(C)(C)CC3=O)Nc3n[nH]c(C)c32)cc1 (centres undefined),2,1,10,-38,7,12,0,3,0,-0.2
O=C(Nc1cccc(F)c1)c1ccccc1-c1ccccc1,-39,-2,-2,-6,6,0,0,3,-1,0.7
O=C1CN(C(=O)c2ccco2)C(c2ccc(F)cc2)c2cc(Cl)ccc2N1 (centres undefined),-15,-10,-7,-4,9,.,-4,5,1,-0.7
OC(CNCCCN1CCCCC1)COc1ccccc1 (centres undefined),-6,0,-1,5,-4,25,0,10,2,0.4
CCCN1Cc2cccc(C(=O)NC3CCCC3)c2C1=O,-12,-10,-8,9,3,-2,1,4,0,0.2
COc1ccc2c(c1)c(CC(=O)Nc1ccc(C(C)=O)cc1)c(C)n2C(=O)c1ccc(Cl)cc1,-3,-2,-118,12,17,30,0,-18,7,0.3
C=CC[C@@H](CC(=O)N(CCO)Cc1ccccc1)C(=O)N[C@@H](COC(=O)[C@H](CC=C)CC(=O)OC(C)(C)C)Cc1c[nH]c2ccccc12,7,-2,5,39*,5,.,-2,-5,.,-0.2
O=C(Nc1ccccc1)C1C2CCCCC21 (centres undefined),-15,?,3,-6,11,-12,0,-8,-3,?
COc1cccc(NC(=S)NNC(=O)Cn2nc(C(F)(F)F)cc2C)c1,-12,-1,-1,7,-1,-5,0,5,1,-0.4
CCc1cc2c3c(c1)/C(=C1/SC(N)=NC1=O)C(=O)N3C(C)(C)C=C2C,.,-4,7,-2,-8,-7,5,24,1,1.6
COc1ccc2oc(C(=O)Nc3ccccn3)c(C)c2c1,-1,3,-8,-5,2,45,0,-3,5,4.8
Cc1cccc(-n2ncc(C#N)c2-n2cccc2)c1,0,2,-10,-6,-1,-9,-2,-5,-1,1.4
C[C@]12CCC3C(CC[C@H]4C[C@H](O)CC[C@]34C)C1CCC2=O (some centres undefined),-6,-4,-1,-15,6,.,3,9,.,0.6
CC(=O)C1=CCC(c2ccccc2)N(S(=O)(=O)c2ccccc2C)C1 (centres undefined),.,-2&-6,.,-7&3,5&9,.,-6&4,.,.,0.8&-1.4
O=[N+]([O-])c1ccccc1S(=O)(=O)N1CCN(C2CCN(Cc3ccccc3)CC2)CC1,-6,-5,3,1,-17,5,1,-3,-3,-0.4
CC(Oc1ccc2c3c(c(=O)oc2c1)CCC3)C(=O)NCc1ccccn1 (centres undefined),-5,-1,2,-1,0,-10,-2,11,1,-1.1
Cc1c(C)n(Cc2ccc(F)cc2)c2ccc(C(=O)NCCCN3CCOCC3)cc12,24,0,1,3,-11,-12,-4,-1,-3,-0.9
Cc1cccc(N2CCN(C(=O)c3ccc(N4CCCC4=O)cc3)CC2)c1C,-13,-105,4,12,1,10,-1,-4,-3,-8.3
CC(C)(C)c1ccc(/C=N/OCC(=O)NCc2ccccc2)cc1,.,0,1,17,0,4,-1,-5,10,-0.8
O=C(Nc1nnc(SCc2ccccc2F)s1)c1ccco1,-6,5,4,16,-5,13,3,1,9,0.6
CCc1nc(NC2CCCCC2)c(C#N)c2c1COC(C)(C)C2,-14,-1,5,1,5,25,0,-12,-3,0.5
CCOC(=O)c1ccc(NC(=S)N(CCCN2CCCCC2)Cc2ccco2)cc1,-4,-4,-5,6,1,4,-8,3,2,-1.4
COC(=O)[C@H](CCSC)NC(=O)Nc1ccc(C(C)=O)cc1,-3,-7,-1,2,-5,6,-3,6,-1,0.4
CCCn1c(O)c(N=N)c2ccccc21,6,-8,-2,2,-9,10,-11,5,3,-1.7

# Screening results: PubChem BioAssay, several laboratories

# These rows are one share of the data; count on the stated rates, not on these rows.
